# Screening results from PubChem.
# AT treatment = qHTS Assay for Identifying a Potential Treatment of Ataxia-Telangiectasia | […] A-T fibroblasts, KAP-1 phosphorylation AlphaLISA; neocarzinostatin DNA damage 30 min before lysis | 0.19% of 320,000 active | Potency, µM (series often up to 57.5 µM), inactives show at the top dose activation, usual class: activators; note: potency is the fitted concentration of half-maximal effect; % of control where 0% means no effect; nearly all actives have a fitted effect of over 45% in size
#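 hTERT-immortalized A-T patient fibroblasts ([…]), 500 cells/well in OPTI-MEM, 1% FBS, got compounds for 60 min, then NCS for 30 min at 37C. Lysates were then assayed for phospho-KAP-1 by AlphaLISA (anti-pKAP1 donor, anti-KAP1 acceptor beads), 6 hr at 25C.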
# Eya2 phos inh = qHTS Assay for Inhibitors of the Phosphatase Activity of Eya2; Protein phosphatase EYA2 (Homo sapiens), O00167; recombinant Eya2, OMFP fluorescence dephosphorylation (OMFP is methylfluorescein phosphate); Potency, µM (highest dose often 76.9 µM), for the others: at the highest dose activity, negative = inhibition, usual class: inhibitors; 0.006% of 330,000 active; note: potency is the fitted concentration of half-maximal effect; % is set by controls: 0 for no effect and ±100 for the full control effect
# Target sequence (O00167 whole entry, looked up): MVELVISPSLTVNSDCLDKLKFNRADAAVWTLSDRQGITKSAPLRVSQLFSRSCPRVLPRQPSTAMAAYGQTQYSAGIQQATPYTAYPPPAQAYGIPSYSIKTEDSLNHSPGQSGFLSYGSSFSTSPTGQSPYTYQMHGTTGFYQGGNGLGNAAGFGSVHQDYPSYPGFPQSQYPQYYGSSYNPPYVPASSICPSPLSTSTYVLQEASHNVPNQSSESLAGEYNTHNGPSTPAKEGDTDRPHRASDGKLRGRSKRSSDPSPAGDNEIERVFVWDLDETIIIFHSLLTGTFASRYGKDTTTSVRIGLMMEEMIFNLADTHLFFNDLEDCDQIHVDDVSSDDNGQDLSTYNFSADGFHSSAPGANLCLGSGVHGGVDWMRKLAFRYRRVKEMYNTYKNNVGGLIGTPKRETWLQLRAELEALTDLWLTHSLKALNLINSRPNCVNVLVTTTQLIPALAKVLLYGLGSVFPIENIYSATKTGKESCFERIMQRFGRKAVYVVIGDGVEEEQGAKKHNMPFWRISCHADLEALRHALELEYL
#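 Eya2 (0.2 uM) preincubated 10 min at ambient with compound, then OMFP substrate added at 50 uM; 10 min reaction in 50 mM HEPES pH 7.5, 50 mM NaCl, 5 uM MgCl2, 0.05% BSA, 1 mM DTT. Fluorescence read at Ex 485/Em 525 nm.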
# Mito fusion act = qHTS Assay for Small Molecule Inhibitors of Mitochondrial Division or Activators of Mitochondrial Fusion; S. cerevisiae fusion-defective mutant growth rescue, CellTiterGlo 48 h; Potency, µM (titrated, usually from 46.1 µM), inactives show at the top dose growth rescue (activation), most hits filed as activators; 0.23% of 320,000 active; AID 485298, 2010;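 note: potency is the fitted concentration of half-maximal effect; % of control where 0% means no effect; nearly all actives have a fitted effect of over 45% in size; temperature-sensitive fusion mutants such as fzo1-1 at 37 °C on non-fermentable ethanol glycerol medium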
#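 Luminescent cell viability in 1536-well qHTS format served as the measure of rescued growth in ts fusion-mutant S. cerevisiae cultured on non-fermentable YPEG for 48 hours at 37C.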
# BCR signal inh = qHTS Assay to Find Inhibitors of Chronic Active B-Cell Receptor Signaling | ABC-DLBCL IkBa-CBG/CBR reporter, luminescence ratio, 4 h | Potency, µM (titrated, usually from 46.1 µM), inactives show top-dose ratio change, negative = lower green/red ratio, most hits filed as inhibitors | 0.05% of 340,000 active | AID 493014, 2011; active = well fitted inhibition curve with a large enough effect in the signal ratio, with a control signal flat, not every such curve was filed as active; inconclusive = small, poorly fitted or top-dose-only effect, or effect the other way, or a change in a side signal; the % refers to the signal ratio;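 note: potency is the fitted concentration of half-maximal effect; plate controls were basal doxycycline-induced cells for no effect and cells given 10 µM MG132 for full effect; MG132 reads +100%, hits lower the ratio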
#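 TMD8 ABC-DLBCL cells carrying doxycycline-inducible green luciferase fused to IkappaBalpha plus unfused red luciferase were exposed to compounds (up to 46 uM) for 4 hrs at 37C. Activity came from the overlap-corrected green/red luminescence ratio.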
# TCR act = Activators of T cell receptors: qHTS campaign; primary human leukocytes, anti-CD3, IL-2 HTRF, 48 h; AID 504894, 2011; 330,000 tested, under 10 active; Potency, µM (series often up to 9.22 µM), without a hit: at the highest dose activation of IL-2 secretion, actives largely listed as activators; note: % of control where 0% means no effect
#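 Readout: HTRF IL-2, Eu-cryptate/d2 antibody pair, 320nm excitation, 665nm emission. Stimulus: a-CD3 beads, no co-stimulation. Cells: primary human leukocytes. Exposure: 48 hr with compound.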
# a7 integrin act = qHTS for Activators of Integrin-Mediated Alleviation for Muscular Dystrophy. alpha7betagal myoblasts, beta-gal FDG fluorescence, 48 h. Potency, µM (highest dose often 38.3 µM), inactives show top-dose activation, usual class: activators. 0.064% of 350,000 active;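 note: potency is the fitted concentration of half-maximal effect; 100% = response of the positive control SU9516; nearly all actives have a fitted effect of over 60% in size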
#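 alpha7betagal+/- myoblasts (passage 13, 250/well) treated 48 h at 37C with compounds at 1:260 dilution of DMSO stock. Lysed, then beta-galactosidase activity read as FDG fluorescence (ex 480/em 540) after 30 min, with pre-read for autofluorescence.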
# TSHR antagonist = Antagonists of the Thyroid Stimulating Hormone Receptor: HTS campaign | Thyrotropin receptor (Homo sapiens), P16473 | 0.2% of 330,000 active | TSHR-expressing cells, TSH-stimulated cAMP HTRF, 2 h; active compounds read low | activity change, negative = inhibition, % at 11.5 µM | AID 504810, 2011;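 active = activity change below a set negative limit, meaning inhibition stronger than a set level, cut at about -70% in these data; inconclusive = activity change between two set negative limits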; note: % is set by controls: 0 for no effect and ±100 for the full control effect
#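 Competitive HTRF cAMP read-out (cryptate anti-cAMP antibody, cAMP-d2; 30 min, room temperature) in freshly harvested TSHR cells. Compounds added before TSH at EC80 (4nM final), followed by 2 hours' incubation at 37 deg C.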
# PTAP TSG101 blk = qHTS Assay for Iinhibitors of HIV-1 Budding by Blocking the Interaction of PTAP/TSG101. Tumor susceptibility gene 101 protein (Homo sapiens), Q99816. Fluorescence polarization, FITC-PTAP peptide / Tsg101 binding. Potency, µM (series often up to 115 µM), for inactives: at the highest dose activity change, negative = inhibition, usual class: inhibitors. 340,000 tested, under 10 active; active = well fitted inhibition curve with a large enough effect in the main read-out, with a control signal flat, not every such curve was filed as active; inconclusive = small, poorly fitted or top-dose-only effect, or effect the other way, or a change in a side signal; inactive = no such curve, though single readings can be large or run the other way; note: potency is the fitted concentration of half-maximal effect; % of control where 0% means no effect
# Target sequence (Q99816 whole entry, looked up): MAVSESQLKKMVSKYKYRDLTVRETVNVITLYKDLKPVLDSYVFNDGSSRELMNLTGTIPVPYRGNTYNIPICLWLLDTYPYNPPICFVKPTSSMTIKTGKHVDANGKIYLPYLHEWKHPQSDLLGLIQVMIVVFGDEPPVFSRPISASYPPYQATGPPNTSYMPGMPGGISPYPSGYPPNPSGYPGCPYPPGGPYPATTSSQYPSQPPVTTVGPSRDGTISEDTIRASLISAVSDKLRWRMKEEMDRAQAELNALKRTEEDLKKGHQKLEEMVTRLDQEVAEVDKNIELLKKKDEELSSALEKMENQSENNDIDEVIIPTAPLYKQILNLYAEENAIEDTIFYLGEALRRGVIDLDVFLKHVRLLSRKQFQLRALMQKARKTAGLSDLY
#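 FP read-out: FITC-PTAP peptide, 50 nM final, binding Tsg101 binding domain, 10 uM final; 20 min, r.t.; 10 mM HEPES pH 7.5, 0.15 M NaCl, 0.01% Tween 20, 3 mM EDTA, 0.1 mM TCEP.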
# ASM inhibitor = Inhibitors of Secretory Acid Sphingomyelinase (S-ASM): qHTS. placental ASM, HMU-PC fluorogenic substrate, 60 min. Potency, µM (series often up to 57.5 µM), for the others: at the top dose activity change, negative = inhibition, most hits filed as inhibitors. 0.006% of 340,000 active. Sphingomyelin phosphodiesterase (Homo sapiens), P17405; note: potency is the fitted concentration of half-maximal effect
#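 Human placenta-derived ASM enzyme was preincubated with compound for 10 minutes at room temperature, then given fluorogenic substrate HMU-PC0 (9 uM final) for 60 minutes at 37 °C; a pH 10 stop preceded fluorescence reading at Ex 386/Em 447 nm.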
# Tb PFK block = qHTS Assay to Find Inhibitors of T. brucei phosphofructokinase; AID 485367, 2010; T. brucei PFK, ADP-Glo luminescence; 0.17% of 330,000 active; Potency, µM (doses to about 57.5 µM), without a hit: top-dose activity, negative = inhibition, usual class: inhibitors;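 note: potency is the fitted concentration of half-maximal effect; 0% = uninhibited 1x PFK enzyme wells and -100% = no-enzyme wells; nearly all actives have a fitted effect of over 60% in size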
#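 PFK 1.25 nM, F6P 0.5 mM, ATP 0.1 mM, 0.1 M TEA pH 8.0, 5 mM MgCl2, 0.01% Tween20, 0.1% BSA; 45 min RT. ADP-Glo readout. qHTS titration up to 57 uM; curves fitted, compounds curve-classed.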
# ELG1 DNA repair = qHTS screen for small molecules that inhibit ELG1-dependent DNA repair in human embryonic kidney (HEK293T) cells expressing luciferase-tagged ELG1; AID 504467, 2011; Potency, µM (highest dose often 46.1 µM), inactives show top-dose activity change, negative = inhibition, actives largely listed as inhibitors; HEK293T ELG1-luciferase reporter, luminescence, 16 h; DNA damage induced by 5-fluorouridine; 2.3% of 330,000 active; note: potency is the fitted concentration of half-maximal effect; % is set by controls: 0 for no effect and ±100 for the full control effect; nearly all actives have a fitted effect of over 55% in size
#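 Cells (2,000 per well) received 5-fluorouridine plus test compound or DMSO and were incubated 16 hr at 37 °C, 5% CO2. Luciferase activity was read by luminescence 30 min after ONE-Glo addition; signal suppression marked inhibition of damage-induced ELG1 function.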
# Starred values were filed as active, the others as inactive; u = inconclusive; x = not tested or not shown; [ ] = remark or other dose. Unless noted, calls come from the whole dose curve; as a rule, active = well fitted curve in the direction sought with a large enough effect; inconclusive = small, poorly fitted or top-dose-only effect, or another doubt; inactive = no such curve, though single readings can be large; an effect the other way counts as inactive or inconclusive.
SMILES,AT treatment,Eya2 phos inh,Mito fusion act,BCR signal inh,TCR act,a7 integrin act,TSHR antagonist,PTAP TSG101 blk,ASM inhibitor,Tb PFK block,ELG1 DNA repair
N#CCC(=O)Nc1ccc(C(=O)NNC(=S)NC2CCCCC2)cc1,4.0%,-6.8%,x,u,5.9%,12.3%,4.3,-2.8%,5.7%,-0.9%,5.7%
N/C(=N\OC(=O)c1ccccc1Cl)c1cccnc1,3.0%,4.0%,-1.8%,u,-0.1%[46.1 µM],-6.2%,22.0,-3.8%,1.0%,0.0%,u
CCCCC1S/C(=N/N=C/c2ccc(OC)cc2)N(Cc2ccc(OC)cc2)C1=O (stereo not drawn),-0.1%,-0.5%,1.4%,12.6%,-2.9%,u,-19.8,-6.6%,-9.9%,2.3%,16.9%
COc1ccc(Nc2nc(N)nc(CSC(=S)N3CCN(c4ccccc4)CC3)n2)cc1,1.7%,-7.5%,u,u,-2.0%[46.1 µM],-3.6%,-8.8,-6.5%,-1.9%,3.9%,11.6µM*
O=C(C1CC2C=CC1C2)N1CCN(c2ccccc2)CC1 (stereo not drawn),-2.1%,-2.6%,-1.9%,12.0%,1.4%,-1.0%,1.6,1.6%,4.2%,-2.1%,5.0%
COc1ccc(F)cc1C(=O)C1CCCN(C(=O)c2ccc(C(C)=O)s2)C1 (stereo not drawn),4.4%,0.4%,9.4%,-10.4%,-4.0%,17.3%,0.1,-0.7%,-0.6%,-14.2%,12.5%
C=CCNC(=S)NNC(=O)CC12CC3CC(CC(C3)C1)C2,-1.8%,8.1%,-3.6%,-1.1%,1.0%,-15.1%,-6.0,-0.6%,3.2%,1.7%,-1.3%
O=C1CNC(=O)/C(=C/c2ccco2)N1,-2.5%,-3.6%,1.9%,-0.4%,0.4%,19.2%,3.3,-0.9%,17.7%,21.8%,10.0%
Cc1ccc(CNC(=O)C2CCCN(S(=O)(=O)c3cnc[nH]3)C2)cc1 (stereo not drawn),11.3%,-1.0%,3.4%,0.8%,-2.8%[46.1 µM],2.1%,37.3,-3.0%,-2.4%,-1.6%,7.5%
Cc1ccc2c(c1)NC(=O)C(CC(=O)NCCCN1CCN(c3cc(Cl)ccc3C)CC1)O2 (stereo not drawn),-6.9%,3.3%,3.5%,-9.7%,0.7%[46.1 µM],11.6%,3.0,-2.3%,-1.3%,-9.2%,u
O=C(Nc1ccc(S(=O)(=O)N2CCc3ccccc3C2)cc1)c1ccccc1,1.2%,-5.8%,3.8%,0.4%,-89.4%,-37.1%,-32.1,-1.5%,-6.5%,-2.3%,u
COc1ccccc1NC(=S)NCC1CCCCC1,10.8%,0.5%,-6.5%,-1.6%,3.9%[46.1 µM],u,-2.5,-1.9%,1.0%,-0.5%,7.2%
COC(=O)Cc1[nH]n(-c2nc3ccccc3s2)c(=O)c1C(C)=Nc1ccc(Cl)cc1,-7.0%,1.0%,-7.6%,u,-2.8%,9.2%,0.8,1.6%,3.9%,-14.2%,u
Cc1ccc(CONC(=O)c2ccccc2)cc1,5.6%,-2.7%,-7.1%,u,-2.6%,40.4%,-0.6,0.5%,0.4%,0.8%,u
CCCC(=O)NC(Nc1ccc(S(=O)(=O)Nc2cc(C)on2)cc1)(C(=O)OCC)C(F)(F)F (stereo not drawn),-2.6%,11.9%,0.9%,1.3%,-2.4%,-2.8%,21.0,-2.9%,2.0%,0.5%,5.4%
CCOC(=O)c1ccc(NC(=S)NCCCN2CCN(C3CCCCC3)CC2)cc1,-0.6%,4.9%,22.3%,14.6%,4.8%,-52.3%[inhibitor],2.2,-1.9%,3.2%,-3.4%,-27.0%
Cc1cc(C)nc(NC(=O)c2ccc(Br)s2)n1,8.6%,-5.1%,4.5%,9.5%,-3.1%,18.6%,8.4,-3.2%,-1.2%,4.8%,-0.1%
Cc1cccc(C(=O)Nc2ccc3c(c2)C(=O)NC3=O)c1,1.3%,0.3%,-2.0%,u,1.1%,12.7%,-7.3,0.5%,12.7%,u,u
O=C(NCC1CCCCC1)c1cccc(S(=O)(=O)NCc2cccnc2)c1,2.1%,-7.7%,-1.6%,-5.9%,-4.9%,14.9%,26.8,-2.3%,-1.3%,0.6%,-21.7%
CCOCCCNC(=O)c1cc(Nc2ccc(OC)cc2OC)nc2ccccc12,5.5%,-11.8%,4.6%,u,6.6%,-7.4%,12.9,-0.3%,-2.4%,10.6%,-28.6%
CC(C)CCOc1ccc(C(=O)CCNC(C)C(=O)O)cc1 (stereo not drawn),1.6%,-8.1%,-6.5%,1.8%,x,x,-2.1,x,x,-10.6%,14.8%
CCCCn1c(CCc2ccccc2)nc2cc3[nH]c(=O)c(C(C)C)nc3cc21,2.1%,-15.4%,-2.1%,u,-3.4%,-13.1%,5.4,-13.0%,259.5%,-0.1%,u
CCOC(=O)Nc1sc2c(c1C#N)CCCC2,x,-5.0%,3.8%,u,-16.3%,-23.2%,10.6,-1.3%,1.5%,-6.1%,u
Cc1c(C)c2c(OCC(=O)NCc3cccnc3)cc3c(c2oc1=O)CCC(C)(C)O3,-1.5%,3.4%,-1.0%,-0.4%,9.2%,10.4%,-7.4,0.5%,21.2%,-1.3%,-4.7%
COC(=O)Cn1c2[n+](c3ccccc31)CC(O)CS2 (stereo not drawn),x,-0.9%,-7.8%,1.1%,5.8%[46.1 µM],14.2%,-0.4,-5.5%,4.7%,1.9%,u
# Next results.
SMILES,AT treatment,Eya2 phos inh,Mito fusion act,BCR signal inh,TCR act,a7 integrin act,TSHR antagonist,PTAP TSG101 blk,ASM inhibitor,Tb PFK block,ELG1 DNA repair
CCOc1ccccc1NC(=S)NCCc1ccccc1,6.3%,0.1%,-1.5%,1.5%,-2.1%,-5.2%,10.4,-5.1%,6.8%,4.4%,-29.0%
CCOC(=O)N1CCN(C(=O)c2ccc(OCC)cc2)CC1,-6.0%,-1.6%,-5.4%,-0.6%,-2.9%,-9.1%,-2.1,-2.5%,5.5%,-10.2%,9.4%
Cc1[nH]c2ccccc2c1/C=N/NC(=O)c1ccc(N)cc1,14.3%,9.0%,2.5%,u,-2.4%,-9.8%,-0.6,2.7%,-0.5%,9.3%,22.8%
CN(C)S(=O)(=O)c1ccc(C(=O)Nc2ccc(CCC(=O)N3CCCC3)cc2)cc1,2.8%,1.3%,-2.8%,-2.8%,1.0%,-8.0%,2.1,-10.7%,0.4%,-1.9%,-18.0%
Cc1ccccc1C(=O)N1CCC(C(=O)NN2C(=O)NC3(CCC(C)CC3)C2=O)CC1 (stereo not drawn),-3.2%,1.1%,-1.4%,0.9%,-14.0%,2.1%,0.6,-3.2%,0.6%,18.2%,18.5%
CCOc1ccc(NC(=O)CN(C)S(=O)(=O)c2ccc(-c3ccc(=O)[nH]n3)s2)cc1,-2.9%,-9.5%,-1.2%,u,3.3%,0.0%,6.3,0.1%,-11.6%,-25.1%,u
CCc1ccc(/C=C2\Oc3ccc(C(=O)OC)cc3C2=O)cc1,-3.4%,-0.2%,6.6%,-3.6%,-4.3%[46.1 µM],-22.7%,-8.9,1.0%,30.0%[activator],5.1%,u

# Compounds as they come; any-hit rate near 3.2%.
